aSyn rescue – inhibitors of alpha-synuclein toxicity in yeast | Yeast expressing alpha-synuclein, growth rescue, BacTiter-Glo, 24 h | Potency, µM (highest dose often 46.1 µM), inactives show at the top dose growth rescue (activation), hits mostly activators | hit rate 0.14% among 370,000; note: potency is the fitted concentration of half-maximal effect; % of control where 0% means no effect; nearly all actives have a fitted effect of over 65% in size
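Rescue of yeast growth: cells expressing toxic alpha-synuclein, induced in galactose at OD600 0.02, incubated with compound 24 h at 30 C. ATP luminescence quantified growth; inhibitors of toxicity appear as activators.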
PTHR1 ag – activates the human parathyroid hormone receptor PTHR1 | Q03431 | HEK293 GP2 PTHR1 cells, GloSensor cAMP luminescence, 1 h | Potency, µM (top dose mostly 115 µM), inactives show at the highest dose activation, usual class: activators | hit rate 0.075% among 410,000 | AID 743266; note: potency is the fitted concentration of half-maximal effect; nearly all actives have a fitted effect of over 55% in size; some results filed as inactive show a strong effect at the top dose; inactives centre near -15; many of its hits are not listed in these tables
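HEK-293-derived GP2 cells expressing PTHR1 and a GloSensor cAMP reporter, 3,000/well, plated overnight, given luciferin plus IBMX (each 0.5 mM as added) for 1 h at 37 °C, then compound for 1 h at 37 °C. Luminescence was read after 15 min at room temperature.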
GLP1R inv ag – GLP-1 receptor (human) inverse agonism | Potency, µM (titrated, usually from 38.3 µM), for the others: top-dose activity change, negative = inhibition, usual class: inhibitors | hit rate 1.6% among 410,000 | P43220 | HEK293 GLP-1R CRE-luciferase, luminescence, 24 h; GLP-1R form is constitutively active; note: potency is the fitted concentration of half-maximal effect; % is set by controls: 0 for no effect and ±100 for the full control effect; nearly all actives have a fitted effect of over 55% in size
Target sequence (P43220 whole entry, looked up): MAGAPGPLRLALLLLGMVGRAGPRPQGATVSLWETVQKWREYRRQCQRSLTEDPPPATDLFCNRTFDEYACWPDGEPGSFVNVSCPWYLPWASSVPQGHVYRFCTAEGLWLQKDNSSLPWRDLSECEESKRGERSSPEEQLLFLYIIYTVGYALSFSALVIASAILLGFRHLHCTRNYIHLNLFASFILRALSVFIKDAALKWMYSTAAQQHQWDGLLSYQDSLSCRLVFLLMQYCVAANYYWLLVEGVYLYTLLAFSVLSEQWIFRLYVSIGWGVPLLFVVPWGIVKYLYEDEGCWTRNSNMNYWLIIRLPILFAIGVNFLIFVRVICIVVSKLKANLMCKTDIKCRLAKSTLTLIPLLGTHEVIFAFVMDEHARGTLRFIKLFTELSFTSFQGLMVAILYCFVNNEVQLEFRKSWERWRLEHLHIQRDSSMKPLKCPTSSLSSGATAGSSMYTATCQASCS
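Readout was luciferase luminescence, measured 12 min after detection reagent at room temperature. Beforehand, GLP-1R reporter HEK293 cells had sat 12 h, then received compounds for 24 hr at 37 deg C.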
Akt phos inh – Akt phosphorylation inhibition | activity change, % for hits at 50 µM | hit rate 0.32% among 360,000 | AID 651550 | Neuro2A IGF-stimulated pAkt S473 HTRF, 20 min; hits give low values; in the data active = activity change below about -80%; inconclusive = mostly about -51% to -80%; note: % is set by controls: 0 for no effect and ±100 for the full control effect
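Single-point screen (50 µM final compound) in Neuro2A cells stimulated 20 min with 6 nM IGF at 37 deg C. After lysis, Ser473-phosphorylated Akt read by HTRF (ex 330 nm, em 615/665 nm) as the 665/615 ratio.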
TDP-43 yeast inh – rescues yeast growth from TDP-43 toxicity; TDP-43 expressing yeast growth rescue, BacTiter-Glo, 24 h; hit rate 1.8% among 410,000; Potency, µM (top dose mostly 46.1 µM), inactives show top-dose growth rescue (activation), usual class: activators; note: potency is the fitted concentration of half-maximal effect; % of control where 0% means no effect; nearly all actives have a fitted effect of over 50% in size
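Yeast cells expressing TDP-43 under galactose induction are exposed to compounds for 24 hr at 30 deg C. BacTiter-Glo luminescence measures growth, so protective compounds score as activators.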
FUS yeast rescue – suppressors of FUS proteinopathy in yeast. S. cerevisiae FUS-expressing, growth rescue, OD600, 24 h. Potency, µM (titrated, usually from 76.6 µM), for the others: at the highest dose growth rescue (activation), most hits filed as activators. hit rate 0.24% among 390,000. AID 1347120;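 note: potency is the fitted concentration of half-maximal effect; plate controls were DMSO vehicle for no effect and reference control for full effect; nearly all actives have a fitted effect of over 55% in size; some results filed as inactive show a strong effect at the top dose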
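Read-out: OD at 600 nm after 24hr at 30C, reporting rescue of FUS-induced yeast toxicity. Cells at OD 0.005 in galactose (2%) minimal medium; compounds tested in a dilution series; CP55940 titration from 92uM final as control.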
GLP-1R agonist – activates the human GLP-1 receptor | HEK293 GLP-1R CRE-luciferase, luminescence, 4-6 h; cells express a hypersensitive GLP-1R form | Potency, µM (series often up to 45.6 µM), inactives show top-dose activation, most hits filed as activators | hit rate 0.007% among 380,000 | AID 624172; note: potency is the fitted concentration of half-maximal effect; % of control where 0% means no effect
DRD3 antagonist – antagonists of human D3 dopamine receptor; max response, negative = inhibition, %; AID 652054; hit rate 2.5% among 360,000; P35462; D3R cells, DiscoveRx beta-arrestin luminescence, antagonist mode; hits give low values; in the data active = max response below about -50%; inconclusive = no clear call, values can overlap the other calls; note: % is set by controls: 0 for no effect and ±100 for the full control effect; mostly tested at two doses, the higher about 12 µM
Target sequence (P35462 whole entry, looked up): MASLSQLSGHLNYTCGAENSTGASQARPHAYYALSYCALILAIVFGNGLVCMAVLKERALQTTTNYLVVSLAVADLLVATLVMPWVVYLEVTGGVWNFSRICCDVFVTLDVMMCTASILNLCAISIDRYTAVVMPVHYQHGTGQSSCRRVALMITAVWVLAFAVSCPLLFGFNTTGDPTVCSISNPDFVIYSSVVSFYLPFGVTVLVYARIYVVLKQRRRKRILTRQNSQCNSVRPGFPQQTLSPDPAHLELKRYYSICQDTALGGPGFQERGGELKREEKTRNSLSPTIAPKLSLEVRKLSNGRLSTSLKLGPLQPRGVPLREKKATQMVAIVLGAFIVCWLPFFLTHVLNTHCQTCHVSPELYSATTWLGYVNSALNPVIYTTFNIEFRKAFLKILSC
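Cells plated overnight at 1500 cells/well, then exposed to library compounds with dopamine controls for 90 minutes at 37 degrees C. DiscoveRx reagent added for 30–60 minutes at room temperature; luminescence read, quantitative HTS format.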
Abeta rescue – restores growth of yeast expressing A-beta42 peptide | yeast expressing A-beta42, growth rescue, OD600, 48 h; response scale: 0% DMSO, 100% iron-clioquinol control | Potency, µM (series often up to 46.1 µM), without a hit: at the highest dose growth rescue, usual class: activators | hit rate 0.063% among 410,000; note: potency is the fitted concentration of half-maximal effect; nearly all actives have a fitted effect of over 55% in size
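Growth rescue measured by 600 nm absorbance after 48 h yeast culture at 30 C with compound. Values normalized between DMSO and an equimolar ferric chloride plus clioquinol control.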
Starred values were filed as active, the others as inactive; i = inactive; ? = inconclusive; nt = not tested or not shown; [ ] = remark or other dose. Unless noted, calls come from the whole dose curve; as a rule, active = well fitted curve in the direction sought with a large enough effect; inconclusive = small, poorly fitted or top-dose-only effect, or another doubt; inactive = no such curve, though single readings can be large; an effect the other way counts as inactive or inconclusive. This is a subset, so the mix of outcomes need not match the whole.

SMILES | aSyn rescue | PTHR1 ag | GLP1R inv ag | Akt phos inh | TDP-43 yeast inh | FUS yeast rescue | GLP-1R agonist | DRD3 antagonist | Abeta rescue
CC1(C)Cc2c(c(-c3ccccc3)nc(N3CCOCC3)c2C(N)=O)CO1 | -4% | i | 4% | i | -1% | 12% | -3% | 6 | 13%
Cc1nonc1NC(=O)c1ccccc1Br | -8% | i | 1% | i | -12% | 29% | -2% | -12 | -4%
O=[N+]([O-])c1ccccc1S(=O)(=O)Nc1ccc(S(=O)(=O)Nc2nccs2)cc1 | -4% | 4% | -1% | i | 0% | 50% | 4% | ? | 5%
CCOC(=O)N1CCN(C(=O)CN2C(=O)NC(c3ccccc3)(c3ccccc3)C2=O)CC1 | 4% | -5% | ? | i | -2% | 15% | 3% | 3 | 10%
C#CCNC(=O)C1=C[C@@H](c2ccc3c(c2)OCO3)C[C@@H](OCCCCO)O1 | -12% | i | -10% | i | 18% | 2% | -6% | -16 | 8%
CCOC(=O)NC1=NCC(C)S1 (stereo unspecified) | -3% | i | 11% | i | -15% | -24% | 20% | 10 | -5%
CC1CCN(CC(=O)N2c3ccccc3CC2C)CC1 (stereo unspecified) | 6% | i | 0%[7.66 µM] | i | 5% | 9% | 0% | -25 | 1%
O=C(COC(=O)C1COc2ccccc2O1)NC(=O)NC1CCCC1 (stereo unspecified) | 2% | i | -18% | -98%* | -5% | 0% | 4% | -16 | 19%
COc1ccc(C(=O)/C=C/c2cccs2)c(OC(=O)N2CCOCC2)c1 | 2% | -8% | 3% | i | 30% | 3% | 10% | 3 | -15%
NC(=S)Nc1ncc(CCN2CCOCC2)c(-c2ccc(F)cc2)n1 | -7% | -16% | 4% | i | -8% | 12% | 3% | -8 | -9%
C[C@@H]1CN([C@H](C)CO)C(=O)c2cc(NC(=O)c3ccncc3)ccc2O[C@@H]1CN(C)C(=O)Nc1ccccc1 | -6% | -14% | 9% | i | -6% | -4% | 2% | 3 | -1%
Cc1c(Cl)cccc1NC(=S)NCC(c1cccnc1)N(C)C (stereo unspecified) | 0% | i | -2% | i | 0% | 25% | 10% | -16 | -6%
N/C(Cc1ccc([N+](=O)[O-])cc1)=N\OC(=O)c1ccccc1Br | -67%[inhibitor] | -39%[inhibitor] | -20% | i | ? | 0% | 0% | 8 | -36%[inhibitor]
O=C(O)c1ccc(NN=Cc2cc(=O)[nH]c(=O)[nH]2)cc1 | 4% | i | 16% | i | 7% | nt | -3% | 4 | 2%
Cc1cc2oc(=O)cc(C)c2cc1NC(=O)CCC(=O)O | 0% | -5%[57.5 µM] | 3% | i | -12% | -2% | 0% | -8 | -1%
Cc1ccc2c(CC(=O)Nc3cccc(S(=O)(=O)N4CCOCC4)c3)coc2c1 | 3% | -34%[inhibitor] | ? | i | 6% | 41% | -5% | -14 | 18%
COc1ccc(OCC(=O)Nc2c3c(nn2-c2ccc(OC)cc2)CS(=O)(=O)C3)cc1 | -6% | -7% | 11% | i | 5% | nt | 3% | 4 | -6%
Cc1ccc(/C=N/n2c(C)nnc2C)cc1 | 0% | -3%[57.5 µM] | 11% | i | -3% | 15% | 1% | 0 | -6%
N=c1c2c(-c3ccccc3)c(-c3ccccc3)oc2ncn1CCCN1CCOCC1 | 4% | i | ? | i | 11% | 21% | 12% | ? | 10%
CCOC(=O)N1CCN(C(=O)Cn2ncc3ccccc32)CC1 | 0% | -24% | 2% | i | 17% | -13% | -6% | 7 | -6%
COc1ccc(/C=C/C(=O)NC(=S)N2CCCCC2)cc1OC | -2% | -14% | 35%[activator] | i | 2% | 5% | 14% | -12 | 3%
O=C(CNC(=O)c1ccc(Br)o1)NC1CCCCC1 | 8% | -10% | -6% | i | 3% | -11% | -2% | 0 | -10%
CC1CCCCC12NC(=O)N(CC(=O)NCc1ccco1)C2=O (stereo unspecified) | -2% | i | -14% | i | 2% | -14% | 3% | 2 | 4%
CC(C)CCC(CCNCc1ccccn1)c1ccc2c(c1)OCO2 (stereo unspecified) | 16% | -50%[inhibitor] | ? | i | -6% | -23% | -2% | -23 | 2%
Cc1cc(C)c(NC(=O)c2c[nH]c(=S)n2-c2ccc(F)cc2)c(C)c1 | 2% | i | -23% | i | 19% | 1% | -4% | 4 | 8%
Cc1cc(C)n(-c2ccc(C(=O)Nc3ccccn3)cc2)n1 | -1% | -54%[inhibitor][57.5 µM] | 0% | i | -14% | 24% | -11% | -28 | -22%
COc1ccc(CCC(=O)NC2CC(=O)N(c3ccc(C)c(C)c3)C2)cc1 (stereo unspecified) | nt | -29% | 6% | nt | 10% | 3% | nt | nt | 5%
C=CCOc1cccc(C2/C(=C(/O)c3ccc4c(c3)CC(C)O4)C(=O)C(=O)N2CCN2CCOCC2)c1 (stereo unspecified) | -5% | 25% | -13% | i | -8% | -3% | 5% | -1 | -4%
Cc1cccc(-n2ncc3c2CCCC3NC(=O)CCN2Cc3ccccc3C2=O)c1C (stereo unspecified) | -2% | -19% | 6% | i | -24% | nt | 2% | 14 | -21%
COc1ccc(C(C(=O)NC2CCCCC2)N(CC2CCCO2)C(=O)CNC(=O)c2ccco2)cc1 (stereo unspecified) | -1% | i | 1% | i | 1% | 15% | -15% | 4 | -8%

Reformatted in CSV form: part of the list above
SMILES,aSyn rescue,PTHR1 ag,GLP1R inv ag,Akt phos inh,TDP-43 yeast inh,FUS yeast rescue,GLP-1R agonist,DRD3 antagonist,Abeta rescue
CC1CCCCC12NC(=O)N(CC(=O)NCc1ccco1)C2=O (stereo unspecified),-2%,i,-14%,i,2%,-14%,3%,2,4%
Cc1cc2oc(=O)cc(C)c2cc1NC(=O)CCC(=O)O,0%,-5%[57.5 µM],3%,i,-12%,-2%,0%,-8,-1%
CCOC(=O)N1CCN(C(=O)CN2C(=O)NC(c3ccccc3)(c3ccccc3)C2=O)CC1,4%,-5%,?,i,-2%,15%,3%,3,10%
CCOC(=O)N1CCN(C(=O)Cn2ncc3ccccc32)CC1,0%,-24%,2%,i,17%,-13%,-6%,7,-6%

(list continues)
SMILES | aSyn rescue | PTHR1 ag | GLP1R inv ag | Akt phos inh | TDP-43 yeast inh | FUS yeast rescue | GLP-1R agonist | DRD3 antagonist | Abeta rescue
O=C(N/N=C/c1cccnc1)C12CC3CC(CC(C3)C1)C2 | -4% | i | -12% | i | -19%[1.82 µM] | 30% | 14% | -10 | 1%
Cc1ccc(C(=O)/C=C/c2ccc(-c3ccccc3[N+](=O)[O-])o2)cc1 | 0% | i | 9% | i | 1% | 10% | 12% | 13 | 15%
COc1ccc(NC(=O)c2ccc3c(c2)sc2nc(-c4ccc(OC)cc4)cn23)cc1 | nt | -10% | 11% | nt | 17% | 4% | nt | nt | 11%
CCC(C)(C)NC(=O)c1ccc(Br)o1 | 1% | -13% | 1% | i | 27% | nt | 0% | 12 | 10%
O=C(N/C=N/OCc1cccc(C(F)(F)F)c1)N1OC[C@@H]2COc3ccc4ccccc4c3[C@@H]21 | 3% | i | 5.6µM* | i | 9% | nt | -6% | -7 | 6%
O=C(Nc1nnc(C2CCCC2)s1)C1CCN(S(=O)(=O)c2ccc(Cl)cc2)CC1 | -4% | -11%[57.5 µM] | 20% | i | 12% | 1% | -1% | 12 | 5%
COc1ccc(NC(=O)/C(C#N)=C/c2ccc(OCc3ccccc3F)cc2)cc1 | -1% | -3% | 5% | i | 7% | 9% | 1% | 20 | 8%
COc1ccc(OCc2nn3c(-c4ccccn4)nnc3s2)cc1 | -2% | ? | 6% | i | ? | 15% | -1% | 15 | 2%
COc1ccc(C)cc1N/C(N)=N/c1nc(C)cc(C)n1 | -3% | i | -8% | i | 17% | nt | -7% | 0 | 1%
OCC1(Cc2ccccc2)CCN(Cc2ccccn2)CC1 | 0% | 15% | -17% | i | 0% | -14% | -3% | -7 | 1%
CCCNC(=O)CSc1nc(Cc2ccccc2)nc2ccccc12 | 2% | -13% | -22% | i | ? | -1% | 12% | 12 | -6%
O=C(c1ccccc1)c1sc(N2CCOCC2)nc1-c1ccccc1 | 0% | -5% | ? | i | -12%[0.397 µM] | 8% | ? | -8 | -8%
Cc1cc(C)n(CCN(C)C(=O)CCc2nnc(-c3ccc4c(c3)OCO4)o2)n1 | -1% | -1% | -1% | i | -23%[9.22 µM] | 9% | 0% | 4 | -2%
Cc1csc(NC(=O)CN2C(=O)c3ccccc3C2=O)c1C(N)=O | -5% | i | -12% | i | 6% | -1% | 4% | 19 | 15%
O=C(CSc1nnc(C2CC2)n1CC1CCCO1)Nc1cccc(Cl)c1 (stereo unspecified) | -1% | -7% | 7% | i | 0% | -3% | 10% | -15 | -8%
CN(C)CCCNCCNC(=O)/C=N\O | -2% | i | -10% | i | -15% | -19% | 0% | -24 | -13%
O=C(Nc1ccnn1C1CCN(C(=O)Cc2cccc(Cl)c2)CC1)C1CC1 | 3% | i | 9% | i | 24% | nt | 12% | 1 | 5%
N#Cc1c(Cl)nc(N/N=C/c2ccccc2)c(Cl)c1Cl | 3% | -24% | 20% | i | 4% | nt | -11% | 16 | 18%
COc1ccccc1CNC(=O)c1ccc(OC(C)C)cc1 | 12% | 30% | ? | i | -18%[0.397 µM] | -3% | 22% | -3 | 24%
CCN(C(=O)CN1C(=S)NC(C)(C)CC1C)c1ccc(C)c(C)c1 (stereo unspecified) | 3% | i | -7% | i | 11% | 1% | 10% | 0 | 22%
O=C1NCCN/C1=C\C(=O)c1ccc(Cl)cc1 | -32%[inhibitor] | -44%[inhibitor] | 0% | i | 15% | 11% | -4% | 7 | -16%
Cc1nnc2c3ccccc3c(-c3cccs3)nn12 | 5% | -50%[inhibitor] | 7% | i | 7% | -12% | 8% | 15 | -21%
O=C(CN1CCN(S(=O)(=O)c2ccc(Br)cc2)CC1)N/N=C/c1cccs1 | 7% | i | -12% | i | 16% | -2% | 1% | 1 | -1%
